# Compound activity deposited in PubChem by NCI.
# yeast mec2-1: NCI yeast anticancer drug screen, S. cerevisiae mec2-1 strain; growth inhibition, % at 50 µM; 9% of 79,000 active; AID 157, 2004;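 further: 0% = growth of vehicle-only cultures of the same strain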
#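 Growth inhibition is read against vehicle-treated controls after compound exposure of the mec2-1 yeast strain, which is defective in DNA damage repair or cell cycle control.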
# yeast rad50: NCI yeast anticancer drug screen, S. cerevisiae rad50 strain; % growth inhibition at 50 µM; 10% of 79,000 active;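 further: 0% = growth of vehicle-only cultures of the same strain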
#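 Relative growth inhibition (compound vs vehicle) was measured in yeast with a defined repair-gene alteration.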
# bub3: NCI yeast anticancer drug screen, S. cerevisiae bub3 mutant strain. % growth inhibition at 50 µM. 9.9% of 78,000 active;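 further: 0% = growth of vehicle-only cultures of the same strain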
#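 Whole-cell yeast assay. The mutant strain was incubated with compounds, and growth inhibition was determined by comparison with vehicle-treated cells.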
# cln2 rad14: NCI yeast anticancer drug screen, S. cerevisiae cln2 rad14 strain; 8.3% of 78,000 active; growth inhibition, % at 50 µM; AID 165, 2004;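 further: 0% = growth of vehicle-only cultures of the same strain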
#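 Relative to vehicle controls, growth inhibition of compound-treated cln2 rad14 yeast was recorded.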
# yeast sgs1 mgt1: NCI yeast anticancer drug screen, S. cerevisiae sgs1 mgt1 strain; % growth inhibition at 50 µM; 10% of 78,000 active;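 further: 0% = growth of vehicle-only cultures of the same strain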
#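 Growth of a repair-deficient yeast mutant was monitored after compound treatment and expressed as inhibition relative to vehicle-treated cultures.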
# mlh1 rad18: NCI yeast anticancer drug screen, S. cerevisiae mlh1 rad18 strain | growth inhibition, % at 50 µM | 11% of 79,000 active;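 further: 0% = growth of vehicle-only cultures of the same strain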
#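 Test agents were incubated with a yeast strain of defined genotype (DNA damage repair defect). Inhibition of growth was derived by comparison with vehicle-exposed cultures.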
# * marks the source's active call; other numbers are inactive results; & = joins results of further samples. No stated cut-off is given here; in the data, active means growth inhibition above about 70%; inactive means the rest.
# Start of the listing, in advance:
SMILES	bub3	yeast sgs1 mgt1	mlh1 rad18	yeast mec2-1	cln2 rad14	yeast rad50
c1ccc(CCNCc2ccccc2)cc1	16.1&-7.5	-3.9&-7.0	3.2&0.4	3.8&6.5	-3.5&54.0	6.0&-2.4
CCOC(=O)C1(c2ccccc2)CCN(CCC(=O)c2ccc(F)cc2)CC1	31.2	56.7	55.0	18.8	0.4	54.0

# This part in full, from the first entry:
SMILES	bub3	yeast sgs1 mgt1	mlh1 rad18	yeast mec2-1	cln2 rad14	yeast rad50
c1ccc(CCNCc2ccccc2)cc1	16.1&-7.5	-3.9&-7.0	3.2&0.4	3.8&6.5	-3.5&54.0	6.0&-2.4
CCOC(=O)C1(c2ccccc2)CCN(CCC(=O)c2ccc(F)cc2)CC1	31.2	56.7	55.0	18.8	0.4	54.0
Cc1cccc(NC(=O)CBr)c1	99.6*	99.2*	99.3*	99.7*	99.1*	99.2*
CNC(=O)C(Cl)Cl	-8.1	11.7	6.2	4.8	0.9	12.8
COC(=O)C1C(=O)NC2(C)CC1c1ccccc1O2 (stereo unspecified)	-12.5	-30.8	-1.4	-11.7	8.0	-28.0
COc1cccc(N2CCNCC2)c1	-6.6	12.4	25.1	-12.6	4.2	-5.2
CCCCCCCBr	-5.5	3.1	15.3	9.0	0.6	-21.5
[C-]#[O+].[C-]#[O+].[C-]#[O+].[C-]#[O+].[C-]#[O+].[CH3][Sn]([Cl])[c]1ccccc1.[Mn]	96.0*	89.7*	92.5*	96.5*	88.6*	91.5*
CC(O)C[As](=O)(O)c1cccc(Cl)c1 (stereo unspecified)	37.5	10.3	39.5	33.9	-0.7	2.0
O=NNc1cccnc1	-4.8	-2.4	-38.0	-17.1	4.5	-1.1
CCCC(C)COC(=O)Cc1ccccc1 (stereo unspecified)	4.3	9.6	15.2	18.2	-27.9	18.3
COC(=O)C1c2c(C)cc3n2C(C=CC3)C1C(=O)OC (stereo unspecified)	-10.2	5.0	-3.5	19.1	26.6	13.2
CN(C)c1ccc(N=[N+]=[N-])cc1	-6.5	10.3	8.2	11.0	-74.8	3.0
Oc1ccccc1C=NCCN=Cc1ccccc1O.[Cu]	3.5	-4.8	-7.7	-25.9	-36.4	15.4
COc1cc(C(CC(C)=O)c2cc3c(cc2OC(C)=O)OCO3)cc(OC)c1OC (stereo unspecified) (tested in a mixture with another compound)	5.2	17.2	23.8	8.6	2.5	5.1
C[C@]12Cc3sc(N)nc3C[C@@H]1CC[C@@H]1[C@@H]2CC[C@@]2(C)[C@H]1CC[C@]2(C)O	25.6	11.0	-5.0	-18.4	-32.0	-21.5
Nc1ncnc2c1ccn2C1OC(CO)C(O)C1O (stereo unspecified)	-3.9	20.3	6.1	-27.2	15.0	0.1
CC1CCN(CC#CCN2CCC(C)CC2)CC1	-5.8	11.4	4.9	9.7	0.8	-7.7
O=[Se](c1ccccc1)c1ccccc1	-19.6	5.1	15.7	-1.7	4.2	5.6
CN(C)C(=O)c1cc(N(CCCl)CCCl)c([N+](=O)[O-])cc1[N+](=O)[O-]	-13.6	-3.4	0.3	-10.1	2.3	-2.8
CCOC(=O)C1Oc2ccc([N+](=O)[O-])c3c2C1(O)CCC3 (stereo unspecified)	-8.8	5.8	-6.7	1.3	26.6	7.2
Cc1ccc(P(c2ccc(C)cc2)c2ccc(C)cc2)cc1	75.8*	39.2	26.4	9.9	35.9	37.7
CCCCSP(SCCCC)N1CCCCC1	79.8*	91.3*	88.0*	89.4*	31.1	94.7*
O=c1[nH]cc(N=Cc2ccccc2Cl)c(=O)[nH]1.[Cl][Pt][Cl]	1.6	-18.1	-9.1	-5.8	1.9	20.4
COC[C@H]1OC(=O)c2coc3c2[C@@]1(C)C1=C(C3=O)[C@@H]2CCC(=O)[C@@]2(C)C[C@H]1OC(C)=O	86.1*	89.4*	88.8*	93.3*	89.1*	92.3*
O=[N+]([O-])c1ccc(Oc2ccc(S(=O)(=O)F)cc2)cc1	59.1	20.8	69.7	31.2	11.5	17.1
CCCCCCNP(=O)(OC)OC	0.8	1.8	8.6	5.2	-1.4	11.0
Cc1cccc(NC(N)=S)c1	-8.2	5.7	8.3	1.6	-4.3	11.6
COP1(=S)OCC2CCC[C@@H]2O1 (stereo partly specified)	-21.9	-33.0	-32.1	-26.4	3.2	-19.5
Cn1cnnc1N	13.2	6.3	4.3	5.7	4.4	5.4
CCN(CC)CCOC(=O)C1C2c3ccccc3-c3ccccc3C12 (stereo unspecified)	41.9	24.4	35.1	1.2	-26.4	40.5
CCOP(=O)(OCC)C(=O)N(CC)CC	20.8	10.6	1.4	21.9	7.2	12.2
CNCCc1ccc(O)cc1	1.4	-0.8	-0.7	-1.9	-23.3	-9.2
CC(C)OP(=O)(OC(C)C)C(C(F)(F)F)C(F)(F)F	10.6	19.0	-23.1	9.7	45.9	-3.6
Cc1csc(CP(=O)(OC(C)C)OC(C)C)n1	3.4	-21.6	-5.8	-47.0	-13.2	-22.6
O=C(c1ccccc1)C1CCCC1	3.5	0.2	3.5	-5.8	-16.8	18.2
C[C@]12CC/C(=N\NC(=O)c3ccncc3)C[C@@H]1CC[C@@H]1[C@@H]2CC[C@]2(C)[C@@H](O)CC[C@@H]12	35.0	77.3*	59.1	29.1	66.8	68.9
Cn1c(O)c(C=N)c(=O)n(C)c1=O	0.8	-2.6	4.7	5.4	7.5	15.1
COC(=O)/C(=C\c1ccco1)P(=O)(OC)OC	-19.9	-1.4	12.3	-1.6	13.2	-19.1
O=C(N/N=C/c1cc(Br)cc(Br)c1[O-])c1ccccc1O.O=C(N/N=C/c1cc(Br)cc(Br)c1[O-])c1ccccc1O.[Mn+2]	96.0*	93.2*	98.0*	95.7*	97.3*	97.6*
COc1ccc(OC)c(C=O)c1	-35.0	-11.7	-8.0	-12.2	-38.2	24.9
O=P(O)(O)c1cccc2ccccc12	-2.5	-2.1	-9.5	-24.4	-33.4	-30.2
Oc1cc(Cl)c(Cl)cc1Cl.[Cu+2]	99.0*	99.3*	99.2*	98.9*	97.7*	99.0*
NC(=Nc1ccccc1)Nc1ccccc1 (tested in a mixture with another compound)	6.4	1.7	6.3	-12.1	13.2	-1.6
COc1cc(C2c3cc4c(cc3[C@@H](Nc3ccc(N)cc3)C3COC(=O)[C@H]23)OCO4)cc(OC)c1O (stereo partly specified)	84.8*	85.3*	85.9*	90.0*	85.9*	82.8*
O=c1c2cc(Br)ccc2nc(CCl)n1-c1ccc(O)c([N+](=O)[O-])c1	-11.1	-37.8	0.2	-1.1	13.4	-29.6
CN(CCO)C1=C(N2CC2)C(=O)C(N(C)CCO)=C(N2CC2)C1=O	-11.8	-15.8	-27.6	4.3	-8.1	15.2
CC(=O)NNC(=O)C(Cl)Cl	4.2	8.4	25.4	-3.8	8.0	5.5
COc1cc2c(cc1OC)-c1c3c(cc4c1[C@@H](C2)N(C)CC4)OCO3	-21.7	-12.8	-17.6	-12.8	-1.9	-23.8
c1csc(CC2=NCCN2)c1	-2.5	-11.7	5.8	4.3	-1.8	7.8
CN(C)CC1C(O)C2CCN1CC2 (stereo unspecified)	-5.5	-3.1	-1.9	9.3	-5.3	4.0
O=C(O)C(=O)c1cn(Cc2ccccc2)c2ccccc12	7.0	11.7	10.6	1.9	-5.5	13.3
C/C(=N\O)C(=O)c1ccccc1	-9.2	31.4	-21.2	-23.9	59.6	-13.2
COc1ccc(/C=C\[N+](=O)[O-])cc1OC	99.3*	99.7*	99.5*	99.7*	99.0*	99.4*
CCOP(=O)(OCC)C1(C)CO1 (stereo unspecified)	-3.4	-5.3	-22.9	7.8	-15.5	-5.7
CCC1=CC2CN3CCc4c([nH]c5ccccc45)C(C(=O)OC)(C2)C13 (stereo unspecified)	-38.2&-2.3	-33.1&-12.8	-19.2&-17.6	-17.9&-26.9	-6.7&-19.3	-9.8&30.2
CC1CC[N-]C(C)C1.CN(C)C=O.[Cl][Pt][Cl] (stereo unspecified)	89.4*	89.8*	89.8*	92.2*	49.0	80.7*
N#C/C(=C/c1ccc[nH]1)P(=O)(O)O	0.0	22.9	33.4	20.9	16.1	33.5
O=C(O)c1ccccc1N=Cc1ccc(N(CCCl)CCCl)cc1	-7.2	19.0	66.8	7.0	2.5	46.8
Cc1ccc(OP(=O)(Oc2ccc(C)cc2)Oc2ccc(C)cc2)cc1.Cc1ccc(OP(=O)(Oc2ccc(C)cc2)Oc2ccc(C)cc2)cc1.Cc1ccc(OP(=O)(Oc2ccc(C)cc2)Oc2ccc(C)cc2)cc1.Cc1ccc(OP(=O)(Oc2ccc(C)cc2)Oc2cccc(C)c2)cc1.[Cd+2].[O-][Cl+3]([O-])([O-])O	36.6	20.0	39.2	45.0	62.6	58.6

# Rewritten with values under each structure: 3 of the compounds above
# Every second line gives: bub3 | yeast sgs1 mgt1 | mlh1 rad18 | yeast mec2-1 | cln2 rad14 | yeast rad50
- c1csc(CC2=NCCN2)c1
→ -2.5 | -11.7 | 5.8 | 4.3 | -1.8 | 7.8
- CN(C)CC1C(O)C2CCN1CC2 (stereo unspecified)
→ -5.5 | -3.1 | -1.9 | 9.3 | -5.3 | 4.0
- O=C(O)C(=O)c1cn(Cc2ccccc2)c2ccccc12
→ 7.0 | 11.7 | 10.6 | 1.9 | -5.5 | 13.3

# Additional structures follow.
SMILES	bub3	yeast sgs1 mgt1	mlh1 rad18	yeast mec2-1	cln2 rad14	yeast rad50
O=P(OC1=CCCCC1)(c1ccccc1)c1ccccc1	-12.5	-22.6	12.2	-31.8	19.2	-9.6
CCOc1c(Br)cc(N=Cc2ccc(N(CCCl)CCCl)c(OC)c2)cc1Br	-15.8	76.2*	86.8*	45.8	44.4	85.2*
CCN1C[C@]2(COC)[C@H](O)C[C@H](OC)[C@]34C1[C@H]([C@H](OC)[C@H]23)[C@]1(OC(C)=O)[C@H]2[C@@H](OC(=O)c3ccccc3)[C@](O)(C[C@H]24)[C@@H](OC)[C@@H]1O	24.9	5.8	-69.3	-4.0	-6.8	14.6
COC(=O)C1C(O)CC2(O)CC(O)CC(O)C(O)CCC(O)CC(O)CC(=O)OC(C)C(C)C(O)C(C)/C=C/C=C/C=C/C=C/C=C/C=C/C=C/C(OC3OC(C)C(O)C(N)C3O)CC1O2 (stereo unspecified)	1.6	-4.9	-3.7	7.0	6.2	-6.8
CCCC1(C(C)CC)C(=O)NC(=O)NC1=O (stereo unspecified)	-10.9	0.6	-9.6	7.0	10.8	-0.3
CCN1C(=O)C(=C/C=C/c2ccc([N+](=O)[O-])cc2)C(=O)N(CC)C1=S	18.6	19.1	18.1	9.9	19.9	8.6
CC(C)(C)N.[O]=[Cr](=[O])([OH])[OH]	21.7	29.1	21.0	7.5	-2.2	20.9
CN1C(=O)C(=Cc2ccc(N(C)C)cc2)C(=O)N(C)C1=O	6.7	-6.2	-6.8	-9.6	4.3	-31.6
O=C(CBr)Nc1ccccc1Cl	99.5*	99.1*	99.2*	99.5*	98.5*	99.3*
O=C(c1ccc([N+](=O)[O-])cc1)C1NC1c1ccc([N+](=O)[O-])cc1 (stereo unspecified)	-10.4	-23.0	-22.7	-16.1	-4.1	-7.8
O=C1CCCN1CC#CCN1CCCC1	8.6	16.9	6.2	-20.9	3.3	-13.8
Cc1ccc(S(=O)(=O)NNP(Br)(c2ccccc2)(c2ccccc2)c2ccccc2)cc1	5.3	5.7	12.4	-1.1	-0.8	26.3
OC1CCN2CC=C(CCl)C12 (stereo unspecified)	6.8	-5.5	6.3	-7.5	-60.0	2.4
COc1cc(Cl)c(OP(=O)(OC)OC)cc1Cl	-1.1	12.3	5.8	9.4	-1.9	-3.8
ClCCN1CCOCC1	98.1*	98.3*	98.8*	98.8*	95.8*	98.0*
O=S(=O)([O-])[O-].[Fe+2].c1ccc(/C(=N\Nc2ccccn2)c2ccccn2)cc1	1.8	16.1	25.8	82.2*	13.5	12.9
CCCNC(=O)Nc1ccc2c(c1)Cc1cc(N(CCCl)CCCl)ccc1-2	76.5*	37.3	31.2	23.1	24.9	39.1
CC12CCC3C(CCC4CC5(CCC43C)SCCS5)C1CCC2O (stereo unspecified)	5.9	-11.7	-8.6	-0.5	-6.5	-4.8
CNC(=O)Oc1ccccc1C(=O)NCO	-25.1	-4.2	-10.9	4.8	-44.2	2.8
CC1=C(C#N)C2(CCN(C)CC2)C(C#N)=C(C)N1	-3.0	3.0	-4.4	8.8	-27.9	13.3
O=N[O-].[Co].[NH-]CC[NH-].[NH-]CC[NH-].[NH2-]	4.8	-6.2	-2.4	7.5	5.0	5.3
Fc1ccc(C2(N3CCC4(CC3)OCCO4)CCCCC2)cc1	0.1	14.1	5.6	9.0	-15.5	-8.1

# This is a subset; rates above refer to the full screens.
